# From PubChem BioAssay
# TRPC4 inh – inhibitors of mouse TRPC4 channel; Q9QUQ5; HEK293 TRPC4beta/mu-opioid, DAMGO-evoked Fluo4 calcium flux; hits give low values; B-score at 10 µM; 300,000 compounds, 0.39% hits;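 active = B-score over 3 SD under the library average, no early fluorescence shift, positive overall ratio signal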
# Target sequence (Q9QUQ5 whole entry, looked up): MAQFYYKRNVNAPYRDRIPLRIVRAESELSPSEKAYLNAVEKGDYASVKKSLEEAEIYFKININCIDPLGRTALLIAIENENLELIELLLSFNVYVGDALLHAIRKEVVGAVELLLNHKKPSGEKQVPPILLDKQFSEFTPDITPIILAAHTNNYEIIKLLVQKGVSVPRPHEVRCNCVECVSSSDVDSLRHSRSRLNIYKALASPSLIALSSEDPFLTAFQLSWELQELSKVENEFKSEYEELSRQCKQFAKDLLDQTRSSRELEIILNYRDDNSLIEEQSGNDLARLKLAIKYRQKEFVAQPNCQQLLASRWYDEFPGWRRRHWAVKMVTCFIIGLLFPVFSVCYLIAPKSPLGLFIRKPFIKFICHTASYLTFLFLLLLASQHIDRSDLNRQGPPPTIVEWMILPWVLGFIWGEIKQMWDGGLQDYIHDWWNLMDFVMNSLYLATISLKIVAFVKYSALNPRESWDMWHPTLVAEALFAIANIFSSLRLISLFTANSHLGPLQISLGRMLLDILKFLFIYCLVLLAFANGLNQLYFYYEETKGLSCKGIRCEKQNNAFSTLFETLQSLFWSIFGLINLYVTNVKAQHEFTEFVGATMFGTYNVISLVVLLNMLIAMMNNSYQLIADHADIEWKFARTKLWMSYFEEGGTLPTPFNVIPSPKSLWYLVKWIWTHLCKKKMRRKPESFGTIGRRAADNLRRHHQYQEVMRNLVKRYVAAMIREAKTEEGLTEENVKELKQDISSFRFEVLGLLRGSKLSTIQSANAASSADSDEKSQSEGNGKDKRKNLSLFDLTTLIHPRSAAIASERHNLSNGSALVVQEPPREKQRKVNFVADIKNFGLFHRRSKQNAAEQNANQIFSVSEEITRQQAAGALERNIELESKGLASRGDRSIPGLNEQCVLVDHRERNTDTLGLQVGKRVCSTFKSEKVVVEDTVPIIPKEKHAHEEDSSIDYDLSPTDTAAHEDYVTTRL
#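 Assay system: HEK293 cells with stable TRPC4beta plus mu-opioid receptor expression; Probe or stimulus: DAMGO in two steps, submaximal then maximal; Dosing: single-point compound dosing; Measured by: Fluo4 calcium-dye fluorescence, kinetic read; Read-out basis: B score from integrated Fluo4 fluorescence ratio.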
# MrgX1 antag – blocks BAM8-22 activation of human MrgX1 receptor. MRGX1-HEK293 calcium flux, Fluo-4, BAM8-22 antagonism; hits give low values. Q96LB2. 310,000 compounds, 1.3% hits. B-score at 10 µM;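 active = calcium-response B-score plate-corrected more than 3 library SD below zero, starting fluorescence within 5 deviations, no agonist response on first addition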;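 also: peak minus trough fluorescence over baseline after final BAM8-22 challenge near maximal dose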
# KLF5 inh – inhibitors of KLF5 expression; 290,000 compounds, 0.23% hits; DLD-1 KLF5 promoter-luciferase reporter, luminescence; inhibition, % at 5 µM;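 active = inhibition above a per-plate limit of that plate's mean compound inhibition plus 3 SD, cut at about 60% in these data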;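 also: 0% = DMSO wells and 100% = LY294002 at 200 µM; higher means less KLF5 promoter-driven luciferase light; inactives centre near -14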
# TRPC4 PAM – allosterically enhances the mouse TRPC4 cation channel. B-score at 10 µM. AID 2227. Q9QUQ5. HEK293 TRPC4beta/mu-opioid, DAMGO EC20, Fluo-4 Ca2+ flux; hits give high values. 310,000 compounds, 0.42% hits;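 active = B-score of calcium response area above 5 SD of library B-scores, with initial fluorescence ratio within 5 SD of library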;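 also: B-score of integrated fluorescence ratio over time as area under calcium response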
# SKKanGAS inh – SKKanGAS growth inhibition; S. pyogenes SKKanGAS, kanamycin growth, BacTiter-Glo, 6 h; inhibition, % at 7.5 µM; 300,000 compounds, 1.3% hits;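 active = mean replicate score, as percent of positive control median, at least 50; inconclusive = mean below 50 but one replicate at or above 50; inactive = mean and every replicate below 50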;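 also: strain carries kanamycin resistance gene driven by streptokinase promoter and grows in 40 µg/ml kanamycin; loss of luminescence reflects streptokinase promoter inhibition or plain growth inhibition; 0% = median of DMSO wells and 100% = positive control at its reference dose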
# HIF act – HIF pathway transcriptional activation; U2OS HRE-luciferase reporter, luminescence; normalized: DMSO 0%, desferrioxamine 100%; activation, % at 7.5 µM (by protocol); 300,000 compounds, 0.32% hits;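 active = mean activation of at least 10% of the iron chelator positive control signal, with at least half of replicates also reaching 10%; inconclusive = mean and replicate majority disagree about reaching 10%; inactive = mean and most replicates under 10%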
# IEC-6 cytotox – IEC-6 cytotoxicity, counter-screen for KLF5 inhibitors. inhibition, % at 5 µM. luminescence viability. 290,000 compounds, 0.78% hits. AID 1825; in the data active = inhibition above about 22%;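 also: 0% = plate median of test compound wells and 100% = cytotoxic reference compound wells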
# TRPC6 inhibitor – blocks the mouse TRPC6 cation channel. Q61143. HEK293-TRPC6, membrane potential dye, ACh-evoked depolarization; hits give low values. B-score at 10 µM. 310,000 compounds, 1.1% hits. AID 2553;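 active = B-score under library mean minus 3 SD, initial fluorescence not abnormally high, positive integrated signal ratio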;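 also: B-score derived from integrated fluorescence ratio over the kinetic read; more negative B-score means stronger inhibition of depolarization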
# TRPC6 activator – activators of mouse TRPC6 channel; Q61143; HEK293-TRPC6 membrane potential dye fluorescence; hits give high values; B-score at 10 µM; 310,000 compounds, 0.13% hits;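 active = B-score of the integrated fluorescence ratio above library mean plus 3 SD, and starting fluorescence ratio within library mean plus 5 SD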;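 also: higher score means more depolarization so channel activation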
# aSyn UTR inh – 5' untranslated region of α-synuclein, MLPCN primary screen; alpha-synuclein 5'UTR reporter, inhibitor activity; inhibition, % (tested at 7.5 µM); 300,000 compounds, 0.82% hits; in the data active = inhibition above about 60%; inconclusive = no clear call, values can overlap the other calls;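 also: H4 neuroglioblastoma cells stably carrying SNCA 5'UTR luciferase fusion; 0% = DMSO wells and 100% = positive control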
# TRPC4 act – opens the mouse TRPC4 cation channel. Q9QUQ5. B-score at 10 µM. 310,000 compounds, 0.49% hits. HEK293 TRPC4beta/mu-opioid, Fluo4 calcium fluorescence; hits give high values. AID 2237;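 active = B-score above 5 SD of library B-scores, and initial fluorescence ratio not above library mean plus 5 SD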;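 also: positive B-score marks a calcium rise read as TRPC4 activation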
#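 System: HEK293 cells stably co-expressing mouse TRPC4beta and mu-opioid receptor; Schedule: Fluo4 dye loading 45 min at room temperature, 110 s recording; Detection: Fluo4 fluorescence, kinetic; Evaluation: B-scored integrated calcium fluorescence ratio; Controls: buffer (low) and maximal DAMGO (high).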
# * hit, by the source's call; i = inactive; ? = inconclusive; · = no result given. No enrichment for hits; overall some 5.8% were active at least once.
structure	TRPC4 inh	MrgX1 antag	KLF5 inh	TRPC4 PAM	SKKanGAS inh	HIF act	IEC-6 cytotox	TRPC6 inhibitor	TRPC6 activator	aSyn UTR inh	TRPC4 act
O=C(CNC(=O)c1ccccc1)Oc1ccc([N+](=O)[O-])cc1	i	i	3.0	i	-5.0	0.2	-3.5	i	i	0.2	i
O=C(CCc1nc(-c2ccccc2)no1)Nc1cc(C(F)(F)F)ccc1Cl	i	i	-32.1	i	3.2	-0.4	6.1	i	i	-10.5	i
CN(C(=O)Cc1c[nH]c2ccccc12)C(C(=O)Nc1ccc2c(c1)OCO2)c1ccccc1 (stereo unspecified)	i	i	-10.0	i	12.2	0.1	5.2	i	i	-1.2	i
Cc1ccc2[nH]c(=O)c(CN(Cc3cccnc3)C(=O)c3ccncc3)cc2c1	i	i	7.7	i	·	-0.1	0.5	i	i	6.3	i
Cc1nc2ccccc2c2oc(C(=O)NCC3CCCO3)cc12 (stereo unspecified)	i	i	-7.1	i	-11.0	-0.1	4.6	i	i	-21.9	i
O=c1c2sccc2nc(SCc2cc(=O)n3cc(Cl)ccc3n2)n1-c1ccc(F)cc1	i	i	-16.4	i	1.3	0.1	-7.1	i	i	16.3	i
CCOC(=O)c1c(NC(=O)CN2C(=O)NC(C)(c3ccc(OC(F)F)cc3)C2=O)sc(C)c1C (stereo unspecified)	i	i	-10.8	i	16.5	0.0	5.0	i	i	10.3	i
COC(=O)Nc1nn(-c2ccc(OC)cc2)c(=O)c(C#N)c1C	i	i	-30.9	i	3.7	0.3	1.3	i	i	10.7	i
Cc1ccc(-c2cn3cc([N+](=O)[O-])ccc3n2)cc1	i	i	-2.9	i	4.8	-2.5	19.7	i	i	22.1	i
Cc1ncc(CO)c(/C=N/Nc2ccc(C(F)(F)F)cn2)c1O	i	i	52.0	i	1.3	9.6*	-3.0	i	i	87.6*	i
O=S(=O)(c1cccs1)N1CCC(CO)(Cc2cccc(F)c2)CC1	i	i	-17.4	i	-5.3	0.1	-2.4	i	i	-22.3	i
Nc1nonc1-n1nnc(C(=O)N/N=C/c2ccc(OCc3ccccc3)cc2)c1COc1ccc(F)cc1	i	i	-48.6	i	-8.2	0.7	-2.8	i	i	-95.6	i
O=c1c(Cc2c(F)cccc2Cl)c(O)ccn1C1CCCCCC1	i	i	-23.5	i	8.6	-0.1	0.4	i	i	7.4	i
Cc1ccc(C(=O)NC2CCS(=O)(=O)C2)cc1S(=O)(=O)N1CCCC1 (stereo unspecified)	i	i	-19.5	i	-0.2	-0.4	-0.6	i	i	-9.4	i
C[C@]12CCC(=O)C=C1CC[C@@H]1[C@@H]2[C@@H](O)C[C@]2(C=O)[C@@H](C(=O)CO)CC[C@@H]12	i	i	·	i	4.3	-0.5	·	i	i	-78.0	i
Cc1ccc(S(=O)(=O)Nc2ccccc2C(O)c2ccccc2)cc1 (stereo unspecified)	i	i	-0.3	i	18.0	-0.3	-2.6	i	i	-10.9	i
CCn1c(N)c(C(=O)N2CCOCC2)sc1=S	i	i	-29.2	i	1.5	0.1	7.5	i	i	5.2	i
CC1CN(S(=O)(=O)c2ccc(C(=O)N(CCCN(C)C)c3nc4cc5c(cc4s3)OCCO5)cc2)CC(C)O1 (stereo unspecified)	i	i	·	i	4.3	-0.8	·	i	i	-24.8	i
COc1ccc(S(=O)(=O)N2CCOCC2)cc1NC(=O)c1cc2c(s1)CCCC2	i	i	-8.6	i	4.1	-5.6	5.3	i	i	6.8	i
COc1ccc([C@H]2/C=C\CN(C(=O)C3CCCC3)[C@@H](C)C(=O)N2Cc2ccc(F)cc2)cc1	i	i	·	i	6.7	1.0	·	i	i	15.3	i

structure	TRPC4 inh	MrgX1 antag	KLF5 inh	TRPC4 PAM	SKKanGAS inh	HIF act	IEC-6 cytotox	TRPC6 inhibitor	TRPC6 activator	aSyn UTR inh	TRPC4 act
CCC(=O)Nc1sc2c(c1C(N)=O)CCN(Cc1ccccc1)C2	i	i	-15.8	i	-3.9	2.5	0.9	i	i	5.6	i
CC(O)c1nc2ccccc2n1CCCOc1ccccc1 (stereo unspecified)	i	i	7.6	i	-2.0	0.3	-0.3	i	i	4.0	i
CN1C(=O)[C@H](Cc2ccc([N+](=O)[O-])cc2)NC1=S	i	i	-13.4	i	10.1	-37.6	0.3	i	i	-25.1	i
O=c1c(S(=O)(=O)c2ccc(Cl)cc2)cn(Cc2cccc(F)c2)c2ccc(F)cc12	i	i	-8.7	i	4.3	-0.5	0.8	i	i	25.5	i
COc1ccc(/C=N\NC(=O)c2ccccc2Br)cc1COc1ccccc1	i	i	-33.1	i	-7.0	-0.2	8.0	i	i	4.5	i
COC(=O)c1cccc(NC(=O)Cc2ccsc2)c1	i	i	-30.6	i	1.0	1.1	-0.1	i	i	-1.3	i
CC(NCC(=O)NC(=O)NC1CCCC1)c1ccc(Cl)cc1Cl (stereo unspecified)	i	i	·	i	1.9	-0.4	·	i	i	6.6	i
CC(NC(=O)OCc1ccccc1)C(=O)NCC(=O)NC(Cc1ccc(OC(C)(C)C)cc1)C(=O)OC(C)(C)C (stereo unspecified)	i	i	15.0	i	-1.6	·	0.7	i	i	4.2	i
CCOC(=O)COc1ccc(S(=O)(=O)NCc2ccco2)cc1	i	i	-9.5	i	-3.5	-0.2	-3.8	i	i	7.8	i
Cc1ccc(F)cc1NCC(=O)Nc1ccc(Cl)cc1F	i	i	-15.5	i	-18.9	0.1	5.2	i	i	-18.0	i
COc1ccc(N2C(=O)CC(N3CCC(c4nc5ccccc5[nH]4)CC3)C2=O)cc1 (stereo unspecified)	i	i	-5.1	i	-1.9	0.1	8.2	i	i	9.3	i
Cc1ccc(C(=O)Nc2ccc(S(=O)(=O)N3CCN(C)CC3)cc2)o1	i	i	-24.3	i	-0.8	0.1	3.4	i	i	-19.0	i
CC(C)CCN1C(=O)c2cccc3c(N)ccc(c23)C1=O	i	i	·	i	-7.5	-0.2	·	i	i	?	i
Cc1cc(C(F)(F)F)cc(NNC(=O)NC(=O)c2c(F)cccc2Cl)n1	i	i	-26.5	i	4.0	-0.5	2.7	i	i	-0.9	i
COc1ccc(-c2cc(=O)oc3cc(OC(C)C(=O)NCc4ccccn4)ccc23)cc1 (stereo unspecified)	i	i	-17.6	i	0.6	-0.5	4.9	i	i	30.4	i
NC(=O)CS(=O)(=O)c1nc2ccccc2n1Cc1ccccc1F	i	i	-30.0	i	-6.1	-1.2	-1.4	i	i	-48.5	i
O=C(NCc1cccnc1)c1ccc2c(c1)OCO2	i	i	-46.5	i	-5.4	0.7	-0.8	i	i	-21.3	i
O=C(O)/C=C/c1ccc(S(=O)(=O)N2CCCCCC2)cc1	i	i	-7.4	i	8.6	-0.3	-2.2	i	i	4.5	i
Cc1nc(-c2ccccn2)nc(SCC(=O)c2ccccc2)c1Cl	i	i	-15.7	i	92.9*	0.0	6.6	i	i	7.8	i
COc1ccc(CCNC(=O)CN(C)S(=O)(=O)c2ccc3c(c2)CCC(=O)N3)cc1OC	i	i	-4.8	i	-4.1	-0.5	-1.9	i	i	31.3	i

structure	TRPC4 inh	MrgX1 antag	KLF5 inh	TRPC4 PAM	SKKanGAS inh	HIF act	IEC-6 cytotox	TRPC6 inhibitor	TRPC6 activator	aSyn UTR inh	TRPC4 act
COc1cc(NS(=O)(=O)c2ccc(OC)c(OC)c2)cc(OC)c1	i	i	-4.8	i	-4.2	0.7	8.6	i	i	12.3	i
CC(C)n1c(C(=O)OCC(=O)NCc2ccc3c(c2)OCO3)cc2occc21	i	i	9.1	i	-0.1	-0.1	4.8	i	i	20.5	i
CC(=O)N1CCc2c(sc(NC(=O)C3CCCCC3)c2C(N)=O)C1	i	i	-12.0	i	-2.2	0.1	-2.9	i	i	-3.8	i
CCOc1cc(CNCc2ccccn2)ccc1OCC(=O)NC1CCCCC1	i	i	-10.2	i	4.1	0.3	-3.6	i	i	3.0	i
Cc1cc(C(=O)CSc2nnc3ccccn23)c(C)n1-c1ccccc1	i	i	41.2	i	-3.8	-6.1	-4.5	i	i	101.8*	i
COc1ccc(Cl)cc1NC(=O)c1ccc2c(SCC(=O)O)c3c(nc2c1)CCCC3	i	i	-21.9	i	1.4	0.6	7.1	i	i	-1.3	i
CC(=O)Nn1cc2c(=O)n(C)c(=O)n(C)c2c1	i	i	-2.8	i	0.9	·	-1.0	i	i	-1.8	i
CCN(CC)C(=O)c1cn(CCC#N)nc1-c1ccc(F)cc1	i	i	-7.4	i	-0.1	-0.1	1.4	i	i	15.9	i
COc1c(C)cc(Br)cc1C(=O)NC(=S)Nc1ccc(Cl)c(C(=O)O)c1	i	i	5.7	i	20.3	0.1	-7.6	i	i	-25.2	i
N#CC1=C(C2CC2)CC(c2ccccc2)C(C#N)=C1N (stereo unspecified)	i	i	-3.2	i	-2.4	-0.5	-1.3	i	i	31.4	i
Cc1cc(=O)oc2cc(OCC(=O)OCC(=O)Nc3ccccc3Br)ccc12	i	i	-28.4	i	-3.9	-0.3	-4.6	i	i	17.8	i
CSc1nsc(SCc2ccc(Cl)cc2)n1	i	i	3.0	i	-7.2	3.9	0.1	i	i	-46.2	i
COc1cc(/C(C)=N/NC(=O)Cc2c(C)[nH][nH]c2=O)ccc1O	i	i	5.2	i	-12.3	-0.2	7.6	i	i	-8.1	i
CC(=O)Nc1ccc(NC(=O)CSc2ccc(-c3ccc4c(c3)OCO4)nn2)cc1	i	i	-13.4	i	12.1	0.0	5.6	i	i	-65.7	i
COC(=O)c1c(NC(=O)COc2ccc(Cl)cc2)sc2c1CC(C)(C)NC2(C)C	i	i	-9.9	i	67.6*	-1.4	1.4	i	i	82.9*	i
CC(C)Oc1ccc(S(=O)(=O)N2CCOCC2)cc1NC(=O)Cc1cccs1	i	i	·	i	8.2	1.0	·	i	i	-15.0	i
O=C(Nc1ccccc1)c1sccc1Oc1ccc([N+](=O)[O-])cc1F	i	i	-10.3	i	13.6	-0.3	1.5	i	i	1.3	i
Cc1ccc2[nH]c(C)c(CCN(Cc3cccnc3)C(=S)NC(C)(C)C)c2c1	i	i	-11.9	16*	-1.2	-1.0	0.7	i	i	3.1	i
